Screening data deposited in PubChem BioAssay by several laboratories.
Rab2 wt GTP = changes GTP binding to wildtype dog Rab2A, up or down; P61105; GST-Rab2 wt beads, Bodipy-GTP binding, flow cytometry; GTP binding activity, % at 10 µM; actives 0.19% (n = 190,000); AID 760;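 active = GTP binding activity at least 20 points away from 100%, either lowered or raised; inconclusive = signal likely due to the compound's own green fluorescence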;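 also: 0% = beads with excess unlabeled GTP and 100% = no-compound control corrected for plate trend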
HRas wt GTP bind = changes GTP binding to wildtype human HRas; P01112; GTP binding activity, % at 10 µM; GST-Ras wt beads, Bodipy-FL-GTP binding, flow cytometry; actives lie on both sides; AID 759; actives 0.14% (n = 190,000);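 active = GTP binding activity at least 20% away from the 100% baseline, either lowered as inhibitor or raised as activator; inconclusive = flagged as likely green fluorescent, judged across all proteins in the well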;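 also: 0% = unlabeled GTP competition control and 100% = no-compound control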
Target sequence (P01112 whole entry, looked up): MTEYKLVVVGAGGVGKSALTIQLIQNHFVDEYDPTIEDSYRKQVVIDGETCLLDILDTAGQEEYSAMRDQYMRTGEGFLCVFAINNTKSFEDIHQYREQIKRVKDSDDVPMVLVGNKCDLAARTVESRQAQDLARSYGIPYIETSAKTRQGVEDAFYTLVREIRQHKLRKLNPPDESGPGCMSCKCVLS
Rab7 wt GTP bind = alters GTP binding to wildtype dog Rab7 | GTP binding activity (percent of control), % at 10 µM | actives 0.055% (n = 190,000) | GST-Rab7 beads, fluorescent GTP binding, flow cytometry; actives lie on both sides; untreated = 100%, excess cold GTP = 0%;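 active = fluorescent GTP binding to Rab7 beads changed by at least 20 points from the 100% baseline, either direction, mostly lower; inconclusive = compound itself probably fluorescent, or too few beads counted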;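 also: median green fluorescence of bound Bodipy-FL-GTP per Rab7 bead population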
Rac1 wt modul = alters GTP binding to wildtype human Rac1 | GTP binding activity (% of control), % at 10 µM | GST-Rac1 beads, fluorescent GTP binding, flow cytometry; actives lie on both sides; 0 = cold GTP competed, 100 = untreated | actives 0.27% (n = 190,000);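 active = GTP binding activity at least 20 points away from the 100% control level, either lower or higher; inconclusive = compound flagged as likely green fluorescent, judged across all proteins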
Cdc42 wt GTP = changes GTP binding to wildtype human Cdc42. P60953. GST-Cdc42 beads, Bodipy-GTP binding, flow cytometry; actives lie on both sides. percent activity (GTP binding), % at 10 µM. actives 0.2% (n = 190,000). AID 761;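 active = percent activity GTP binding at least 20 points away from the 100% baseline, either down as inhibitor or up as activator; inconclusive = compound flagged as likely green fluorescent from well-wide comparison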;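 also: median bead fluorescence of bound Bodipy-FL-GTP at 100 nM; 0% = excess unlabeled GTP control and 100% = no compound control; below 100% means less GTP binding so inhibitor and above means activator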
Target sequence (P60953 whole entry, looked up): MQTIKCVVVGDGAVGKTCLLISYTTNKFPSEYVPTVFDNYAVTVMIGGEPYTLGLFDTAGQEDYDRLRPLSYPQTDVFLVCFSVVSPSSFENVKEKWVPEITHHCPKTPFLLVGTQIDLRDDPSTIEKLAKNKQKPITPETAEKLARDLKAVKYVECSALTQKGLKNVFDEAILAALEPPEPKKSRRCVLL
ABCB1 block = blocks JC-1 efflux by human ABCB1 transporter; P08183; CCRF-Adr cells, flow cytometry; inhibition, % at 6.6 µM; actives 0.067% (n = 190,000); AID 1326; in the data active = inhibition above about 40%;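 also: 0% = vehicle and 100% = reference inhibitor; higher value means more JC-1 retained so stronger ABCB1 efflux block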
Avidin fluor = avidin bead compound fluorescence profile | Avidin beads, compound fluorescence 488/530 nm, flow cytometry; hits give high values | fluorescence (KMESF) at 10 µM | actives 0.38% (n = 220,000) | AID 1775; in the data active = fluorescence above about 47; also: inactives centre near 10
Rac1 mut GTP = human Rac1 activated mutant GTP binding change | AID 764 | actives 0.11% (n = 190,000) | P63000 | percent activity (GTP binding), % at 10 µM | GST-Rac1 activated beads, fluorescent GTP binding, flow cytometry; actives lie on both sides; 100% means binding = to untreated wells;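 active = GTP binding at least 20 percentage points away from the 100% baseline, in either direction, so actives lie on both sides; inconclusive = Compound likely fluorescent itself, or too few beads counted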
ABCG2 block = inhibitors of human ABCG2 transporter, ABCB1 counter-screen; IgMXP3 cells, JC-1 efflux, flow cytometry; inhibition, % at 6.6 µM; actives 0.1% (n = 190,000); Q9UNQ0;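 active = inhibition above 80%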;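 also: 0% = DMSO and 100% = nicardipine control wells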
Target sequence (Q9UNQ0 whole entry, looked up): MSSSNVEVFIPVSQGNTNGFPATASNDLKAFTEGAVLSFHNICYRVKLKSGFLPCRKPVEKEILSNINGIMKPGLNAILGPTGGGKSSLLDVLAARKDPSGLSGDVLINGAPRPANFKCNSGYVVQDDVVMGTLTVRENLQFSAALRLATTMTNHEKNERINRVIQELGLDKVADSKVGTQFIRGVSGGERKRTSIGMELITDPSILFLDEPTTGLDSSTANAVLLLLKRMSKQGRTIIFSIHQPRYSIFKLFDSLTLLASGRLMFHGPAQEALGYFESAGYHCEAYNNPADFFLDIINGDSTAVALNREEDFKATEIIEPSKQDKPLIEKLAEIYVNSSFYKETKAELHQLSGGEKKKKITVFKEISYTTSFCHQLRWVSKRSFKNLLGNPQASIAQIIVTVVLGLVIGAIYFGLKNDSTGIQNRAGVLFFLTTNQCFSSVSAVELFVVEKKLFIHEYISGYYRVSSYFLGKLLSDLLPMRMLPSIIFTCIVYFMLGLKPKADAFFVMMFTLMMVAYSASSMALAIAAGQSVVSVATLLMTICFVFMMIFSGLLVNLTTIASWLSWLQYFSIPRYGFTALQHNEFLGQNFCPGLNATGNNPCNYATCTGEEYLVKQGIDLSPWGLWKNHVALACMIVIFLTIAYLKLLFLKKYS
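material = IgMXP3 (ABCG2) plus far-red-tagged CCRF-Adr (ABCB1) cells | amount = 3 million cells/mL, equal mix of both lines | also added = JC-1 transporter substrate | dosing = one concentration, 6.6 µM final | schedule = 10 min at 25 °C | measured by = flow cytometric JC-1 green MFI at 530 nm | read-out basis = percent efflux inhibition, scaled nicardipine 100% to DMSO 0%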
Pf gametocyte = kills late stage P. falciparum gametocytes; P. falciparum stage V gametocytes, ATP luminescence, 24 h; inhibition, % at 10.9 µM; actives 0.065% (n = 150,000);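 active = inhibition above the mean plus 3 SD of compounds within the control limits, set per campaign, cut at about 38% in these data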;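 also: 0% = DMSO wells and 100% = medium only without gametocytes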
Mcl1 Noxa PPI = disrupts binding of human Mcl-1 to Noxa peptide. Q07820. TR-FRET Mcl-1/Noxa peptide binding, 2 h. inhibition, % at 21.7 µM. actives 1.5% (n = 220,000). AID 1022;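 active = compounds that cut the protein-peptide binding signal by more than 50% relative to plate controls in a single-dose test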;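 also: His-tagged Mcl-1 with rhodamine Noxa BH3 peptide and terbium anti-His antibody; 0% = Mcl-1 plus Noxa peptide wells and 100% = peptide-only wells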
* hit, by the source's call; ? = inconclusive; . = not tested or not shown.

SMILES	Rab2 wt GTP	HRas wt GTP bind	Rab7 wt GTP bind	Rac1 wt modul	Cdc42 wt GTP	ABCB1 block	Avidin fluor	Rac1 mut GTP	ABCG2 block	Pf gametocyte	Mcl1 Noxa PPI
CCOc1cc(C)cc2oc(=O)cc(-c3ccccc3)c12	100	100	99	102	103	-2.0	5	99	1	.	-25
C=CCc1cccc(/C=N/NC(=O)C(C)Nc2ccc(C)cc2)c1O (stereo not given)	100	100	101	102	100	3.4	15	98	41	-10	18
O=C(NCCCN1CCOCC1)C(=O)N/N=C/c1ccc(F)cc1	100	98	106	102	97	0.6	11	98	2	-2	2
O=C1CCC(C(=O)OCC(=O)N2N=C3/C(=C/c4ccccc4)CCCC3C2c2ccccc2)N1 (stereo not given)	101	100	103	106	101	2.1	35	100	11	-7	1
COc1ccc(CC(=O)NNC(=O)c2ccc(NC(C)=O)cc2)cc1	94	93	95	95	95	0.3	8	97	4	-30	1
O=C(c1ccc(-n2c(SCc3cccc(F)c3)nc3ccccc3c2=O)cc1)N1CCOCC1	100	102	100	105	97	11	6	100	15	.	24
O=C1Nc2cc(Cl)ccc2C1(N1CCNCC1)C(F)(F)F (stereo not given)	101	100	99	102	99	-0.2	7	100	-2	14	1
COc1ccc(N2CC(C(=O)OCC(=O)NCc3ccccc3)CC2=O)cc1 (stereo not given)	98	96	93	97	96	-0.1	8	97	1	3	5
Cn1nnnc1SCCNCc1cccnc1	101	101	102	104	99	-0.5	7	101	0	26	26
c1ccc(C2NCCc3ccccc32)cc1 (stereo not given)	98	99	103	102	99	0.2	12	97	0	4	11
O=C(CSc1n[nH]c(-c2cccs2)n1)NCc1cccs1	101	101	106	99	102	0.1	8	98	4	.	-8
CCN(CC)C(=O)c1ccc(C)c(Br)c1	104	106	102	105	105	0.3	8	101	0	16	-8
CN1CCN(c2ccc([N+](=O)[O-])cc2C(=O)N2CCCCC2)CC1	101	100	102	103	104	5.1	15	97	3	14	-7
CCC(C)(C)n1nnnc1C(c1cccnc1)N1CCC(Cc2ccccc2)CC1 (stereo not given)	96	101	99	101	97	2.0	10	97	2	-11	12
C=CCNC(=O)c1ccccc1NC(=O)Nc1ccccc1	98	97	95	100	102	0.1	13	101	47	-17	-18
Cc1nc(Cl)sc1C(=O)NC(C)c1ccc(Cl)cc1 (stereo not given)	101	102	101	104	100	0.3	16	103	5	5	3
COc1ccc(Br)cc1-c1noc(-c2ccccc2)n1	100	103	101	109	103	0.3	8	99	3	-20	9
CCOC(=O)c1ccc2c(c1)[n+](CC)c(C)n2-c1ccccc1	?	?	?	?	?	-0.2	10	?	0	-8	9
COc1ccc(CCNc2cc(=O)[nH]c(N)n2)cc1	?	?	?	?	?	0.9	14	?	3	.	-7
CN(C)c1cccc2c1C(=O)c1ccccc1C2=O	99	97	98	101	101	-0.9	12	98	5	0	-11

Copied from the results shown, 2 compounds:
SMILES	Rab2 wt GTP	HRas wt GTP bind	Rab7 wt GTP bind	Rac1 wt modul	Cdc42 wt GTP	ABCB1 block	Avidin fluor	Rac1 mut GTP	ABCG2 block	Pf gametocyte	Mcl1 Noxa PPI
COc1ccc(CCNc2cc(=O)[nH]c(N)n2)cc1	?	?	?	?	?	0.9	14	?	3	.	-7
CN(C)c1cccc2c1C(=O)c1ccccc1C2=O	99	97	98	101	101	-0.9	12	98	5	0	-11

Other entries follow:
SMILES	Rab2 wt GTP	HRas wt GTP bind	Rab7 wt GTP bind	Rac1 wt modul	Cdc42 wt GTP	ABCB1 block	Avidin fluor	Rac1 mut GTP	ABCG2 block	Pf gametocyte	Mcl1 Noxa PPI
O=C(c1ccc2c(Cl)c3c(nc2c1)CCCC3)N1CCN(c2ccc(F)cc2)CC1	95	94	97	98	96	7.1	6	94	24	.	4
CC(C)c1cc(C(F)(F)F)n2nc(C(=O)Nc3ccc4c(c3)OCO4)cc2n1	102	104	102	102	104	0.9	11	99	7	.	7
COc1ccccc1CCN=C(N)NS(=O)(=O)c1ccccc1	99	99	96	97	101	0.1	8	97	2	.	10
Cc1ccc(S(=O)(=O)N2CCCOC2CNC(=O)C(=O)NCCC2=CCCCC2)cc1 (stereo not given)	100	101	100	107	103	1.8	11	100	15	17	-6
Cc1ccc(O)c(N=Cc2cc(Cc3ccccc3)cc([N+](=O)[O-])c2O)c1	74*	82	79*	77*	76*	-0.5	10	68*	-3	-53	56*
CCCCOC(=O)Nc1cc(Cl)ccc1C	99	101	98	100	101	0.6	8	97	3	.	-1
O=C(COC(=O)CCC(=O)c1cccs1)Nc1ccc(S(=O)(=O)N2CCOCC2)cc1	97	97	95	95	97	-2.9	15	95	-2	2	10
COC(=O)C(NC(=O)CSc1nc(N)cc(=O)[nH]1)c1ccccc1 (stereo not given)	99	97	97	97	98	0.4	7	98	5	-1	18
Nn1c(SCc2nc3ccccc3[nH]2)nnc1-c1ccccc1	?	?	?	?	?	0.1	34	?	1	-13	1
Cc1ccc(CNC(=O)/C=C/c2cccs2)cc1	99	99	97	102	102	0.2	12	98	7	-2	18
O=C(NCc1ccc2c(c1)OCO2)C1CCN(S(=O)(=O)N2CCCCC2)CC1	96	97	94	102	97	0.5	6	100	2	.	0
Nn1cc(-c2ccccc2)nc1SCC(=O)NCCN1C(=O)CSC1=O	105	105	100	105	107	1.3	19	100	4	.	14
COc1c(C(C)C)cc(NC(C)=O)cc1C(C)C	98	99	100	100	100	0.1	8	99	1	-41	-1
Cn1ccs/c1=N\C(=O)Nc1ccccc1	102	100	107	101	100	1.2	6	98	9	3	-2
O=C1C(Cc2ccccc2)SC(=Nc2ccccc2)N1c1ccccc1 (stereo not given)	94	96	94	91	97	1.6	8	92	5	.	.
CCc1nnc(NS(=O)(=O)c2ccc(NC(=S)NC(=O)/C=C/c3ccc(F)cc3)cc2)s1	90	93	92	98	95	-1.2	4	91	-3	-17	61*
O=C(CCS(=O)(=O)c1cc(Br)cc2c1N(C(=O)C1CC1)CC2)N1CCN(c2ccccn2)CC1	96	97	99	99	96	0.0	12	99	0	16	2
C[C@@H]1O[C@@H](O[C@H]2[C@H](Oc3cc(O)c4c(c3)O[C@H](c3ccc(O)cc3)CC4=O)O[C@H](CO)[C@@H](O)[C@@H]2O)[C@H](O)[C@H](O)[C@H]1O	102	99	99	100	104	0.9	8	97	2	.	11
CC1(C)CC(=O)C=C(Nc2cccc(O)c2)C1	102	101	101	103	102	0.3	16	101	2	.	-16
CC(C)COC(=O)CCn1[nH]c(=O)c2ccccc2c1=O	96	98	94	99	98	0.1	4	96	1	11	-15
CN(C)Cc1ccccc1Cc1ccccc1	103	100	100	106	105	0.4	2	98	2	.	24
COc1cccc(Nc2c(F)c(OC)c(F)c(F)c2C(=O)O)c1	101	103	103	103	101	0.0	21	97	0	0	8
CCCC(=O)Nc1ccc2c(c1)nc1n2CCN(C2CCCCC2)C1	98	99	105	107	96	0.7	12	97	4	-2	1
COc1cc(C2NC(=O)NC(C)=C2C(=O)OCc2ccc(C)cc2)cc(OC)c1O (stereo not given)	99	101	98	103	99	0.3	23	100	7	.	13
N#Cc1c(Cl)nc(N/N=C/c2ccccc2)c(Cl)c1Cl	92	96	98	99	103	-0.7	9	99	8	-12	41
COc1ccc(OC)c(/C=C/C(=O)NC2=NCCS2)c1	94	92	93	93	96	1.1	7	94	10	-9	31
O=C(O)CCc1nnc(SCC(=O)Nc2ccc(Cl)c(C(F)(F)F)c2)[nH]c1=O	85	88	91	90	84	0.1	24	85	0	.	19
CCOC(=O)c1cnc(-n2[nH]c(C)c(Cc3ccccc3)c2=O)[nH]c1=O	93	93	91	92	88	-0.7	8	94	-1	29	-44
NC(=O)CSc1ncnc2c1cnn2Cc1ccccc1	102	102	100	109	104	-0.5	34	100	0	.	7
COC(=O)c1cc(=O)nc2sc(-c3ccc(F)cc3)nn12	99	101	100	106	101	-0.9	8	98	-4	.	-2
COc1ccc(NC(=O)COC(=O)/C=C/c2ccccc2[N+](=O)[O-])cc1OC	100	100	100	102	103	1.3	11	100	27	15	15
CN(c1cccc(NS(=O)(=O)c2cccs2)c1)S(C)(=O)=O	100	98	100	103	102	0.1	5	99	0	.	9
CC(C)NC(=O)C1CCN(Cc2cnn(-c3ccccc3)c2-n2cccc2)CC1	102	103	102	111	102	-0.3	25	102	-6	.	-10
O=C(Nc1cccc(S(=O)(=O)N2CCOCC2)c1)c1ccc(N2CCOCC2)c([N+](=O)[O-])c1	101	101	102	105	101	0.5	11	98	30	.	5
CCC(C)NC(=O)CCn1c(-c2ccc(F)cc2)cc(C(C)=O)c1C (stereo not given)	100	98	103	96	94	0.5	22	95	3	-5	4
CCOc1ncccc1C(=O)N1CCN(Cc2ccc3c(c2)OCO3)CC1	107	105	98	103	106	0.7	13	102	2	-39	1
COc1ccc(OC)c(NC(=O)CSc2nnc(Cc3cccn3C)n2CCc2ccccc2)c1	101	103	102	107	103	3.7	37	102	32	-5	16
CC12C=CC3(CN(Cc4ccccc4)C(=O)C3C1C(=O)NC1CC1)O2 (stereo not given)	101	100	95	99	101	-0.1	13	100	0	.	5
Cc1[nH]c(=S)[nH]c(=O)c1Cc1ccccc1	100	98	95	100	97	0.1	6	94	6	11	11
COC(=O)c1nn(-c2ccc(OC)cc2)c(=O)cc1Sc1ccc(C)cc1	97	97	99	101	99	1.2	26	94	4	-5	0
O=C(OC(C(=O)NC1CCCCC1)c1ccccc1)c1ccco1 (stereo not given)	103	101	100	105	99	0.5	20	102	1	14	2
CC1Cc2nc(SCC(=O)NCC3CCCO3)n(Cc3ccccc3)c(=O)c2S1 (stereo not given)	99	104	98	105	103	1.9	.	99	6	.	5
N#CCCN(C(=O)COC(=O)c1ccc(S(=O)(=O)Nc2ccccc2)cc1)c1ccccc1	103	102	103	103	102	0.2	4	100	1	-7	-1
O=C1Nc2c(Br)cc(Br)cc2C1(O)N1CCOCC1 (stereo not given)	105	105	102	103	104	-2.5	13	100	-2	-34	-16
COc1cc(CO)c(Br)cc1OCC(=O)Nc1ccccc1C	98	99	99	102	102	0.1	22	100	4	8	12
CC(=O)N1N=C(c2cccc([N+](=O)[O-])c2)OC1(C)CC(=O)Nc1ccccc1 (stereo not given)	99	97	98	104	99	0.9	15	99	3	9	6
COc1cc(C(=O)N2CCC(NC(=O)C(Cc3ccc(C)cc3)NC(C)=O)CC2)cc(OC)c1OC (stereo not given)	100	101	99	105	102	0.1	4	100	0	.	9
